Assay outcomes from PubChem.
HCT116 bCat-KO – beta-catenin-lacking colon tumor cell growth suppression. HCT116 beta-catenin knockout viability, CellTiter-Glo, 60 h; active compounds read low. viability, % at 10 µM. hit rate 1.5% among 140,000. AID 818;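 active = viability at or under a set limit, the compound median less 4 SD, cut at about 6% in these data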;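 also: 0% = Hyamine 1622 control at 20 µM and 100% = untreated cell control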
GALR2 antag – antagonists of human galanin receptor 2 (GALR2) | O43603 | GALR2-expressing cells, antagonist mode | inhibition, % at 4 µM | hit rate 0.39% among 140,000 | AID 828; in the data active = inhibition above about 27%;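 also: cells stimulated with galanin 1-16 at roughly its EC80; 0% = agonist challenge control and 100% = basal control without agonist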
Target sequence (O43603 whole entry, looked up): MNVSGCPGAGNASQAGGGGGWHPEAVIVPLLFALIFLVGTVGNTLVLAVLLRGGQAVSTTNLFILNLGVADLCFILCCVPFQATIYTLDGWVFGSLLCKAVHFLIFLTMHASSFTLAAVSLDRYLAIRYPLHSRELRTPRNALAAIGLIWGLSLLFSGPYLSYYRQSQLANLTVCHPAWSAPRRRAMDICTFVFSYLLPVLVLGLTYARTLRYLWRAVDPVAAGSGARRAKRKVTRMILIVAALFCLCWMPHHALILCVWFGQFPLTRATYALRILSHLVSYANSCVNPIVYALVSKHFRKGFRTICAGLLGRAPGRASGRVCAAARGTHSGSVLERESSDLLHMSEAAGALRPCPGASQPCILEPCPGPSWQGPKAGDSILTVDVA
Yeast lifespan up – extends the lifespan of yeast. inhibition of the nicotinamide effect, % at 10 µM. AID 775. hit rate 0.68% among 130,000. S. cerevisiae growth with nicotinamide, OD615; deaD strain in restrictive glucose medium;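 active = inhibition above a set limit, placed 3 SD over the median of all compounds, cut at about 26% in these data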;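 also: 0% = nicotinamide-treated wells and 100% = cells grown without nicotinamide; some compounds called inactive have numbers as strong as hits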
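Measured by: optical density (absorbance) at 615 nm; System: modified budding yeast, DeaD strain; Medium: restrictive CSMM-D dextrose medium; Timing: 4 h preincubation then 48 h treatment at 30 °C.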
Yeast growth inh – yeast BB579 growth reduction in restrictive medium | S. cerevisiae BB579 growth, OD615, 48 h | inhibition, % at 10 µM | hit rate 0.51% among 140,000;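 active = inhibition above a set limit, 3 SD over the mean compound inhibition, cut at about 44% in these data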; also: inactives centre near -24
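System: Saccharomyces cerevisiae DeaD strain BB579, replicative lifespan model yeast. Buffer or medium: restrictive glucose-based CSMM-D medium. Doses: one dose, 10 µM compound with 0.25% DMSO. Timing: 4 h preincubation and 48 h exposure at 30 °C. Detection: turbidity as optical density at 615 nm. Benchmarks: amphotericin B 10 µg/mL, positive.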
Measles CPE – protection of cells from measles virus; Measles virus-infected cells, CPE protection, absorbance; protection (pct of control), % at 4 µM; hit rate 1.5% among 140,000; AID 841; in the data active = protection mostly above about 24%, no sharp cut-off; inactive = mostly below about 26%; also: some compounds called inactive have numbers as strong as hits
E-sel TNF inh – TNF alpha driven E-selectin expression inhibition | HUVEC TNFa-induced E-selectin immunofluorescence, high content | inhibition, % at 2 µM | hit rate 0.71% among 120,000 | AID 1246;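 active = inhibition above the batch mean plus 3 SD, and confirmed as a hit on visual image review, cut at about 43% in these data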;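 also: 0% = TNF-stimulated DMSO wells and 100% = unstimulated control wells; not every result past the cut was called active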
NPY Y2 blocker – antagonists of human neuropeptide Y receptor Y2; P49146; hit rate 0.99% among 140,000; inhibition, % at 2.7 µM; NPY-Y2 expressing cells, antagonist mode; AID 793; in the data active = inhibition above about 17%;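 also: 0% = vehicle with agonist challenge and 100% = reference antagonist with challenge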
Target sequence (P49146 whole entry, looked up): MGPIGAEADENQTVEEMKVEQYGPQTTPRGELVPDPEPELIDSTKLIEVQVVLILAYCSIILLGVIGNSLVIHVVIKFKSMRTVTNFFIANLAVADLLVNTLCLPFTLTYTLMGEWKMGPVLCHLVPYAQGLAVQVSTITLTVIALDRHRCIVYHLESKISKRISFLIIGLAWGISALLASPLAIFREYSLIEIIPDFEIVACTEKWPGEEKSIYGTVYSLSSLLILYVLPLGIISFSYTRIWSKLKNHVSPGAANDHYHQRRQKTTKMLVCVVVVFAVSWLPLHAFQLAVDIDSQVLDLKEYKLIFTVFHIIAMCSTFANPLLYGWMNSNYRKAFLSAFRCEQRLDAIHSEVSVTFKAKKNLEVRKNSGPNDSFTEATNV
HCT116 PTEN-null – growth suppressors of cells with PTEN tumor suppressor deletion; HCT116 PTEN-null viability, CellTiter-Glo, 60 h; active compounds read low; viability, % at 10 µM; hit rate 1.2% among 140,000; AID 827;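 active = viability at or below a set limit, 4 SD under the median of all tested compounds, cut at about 3.7% in these data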;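 also: PTEN knockout HCT116 line with beta catenin targeted HCT116 as companion control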
MRP1 act – activators of MRP-1; H69AR cells + doxorubicin, viability rescue, CellTiter-Glo; viability increase, % at 10 µM; hit rate 0.61% among 140,000; AID 799;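 active = viability gain under doxorubicin at or above a set limit, the compound median plus 3 SD, cut at about 4.7% in these data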;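 also: MRP-1 overexpressing cells given doxorubicin 25 µM after compound pretreatment; 18-22 h compound pretreatment then 72 h with doxorubicin before readout; 0% = doxorubicin-only wells and 100% = vehicle-treated cells without doxorubicin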
Phagocytosis inh – inhibitors of macrophage phagocytosis | inhibition, % at 5 µM | AID 1029 | J774A.1 macrophage IgG-bead phagocytosis, imaging | hit rate 0.07% among 110,000;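 active = inhibition above the mean of the plate negative controls plus 5 SD, cut at about 13% in these data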;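 also: phagocytic index as fraction of beads internalized from green versus red external bead signal; plate controls were DMSO negative control for no effect and cytochalasin-D positive control for full effect; some results beyond the cut were filed as inactive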
Starred values were filed as active, the others as inactive; nt = no result given. No enrichment for hits (roughly 6.2% active in at least one column).

molecule | HCT116 bCat-KO | GALR2 antag | Yeast lifespan up | Yeast growth inh | Measles CPE | E-sel TNF inh | NPY Y2 blocker | HCT116 PTEN-null | MRP1 act | Phagocytosis inh
O=C(NC(NNc1ccc([N+](=O)[O-])cc1)(C(F)(F)F)C(F)(F)F)c1ccc(Cl)cc1 | 99 | -7 | -3 | -19 | 14 | -1 | 9 | 96 | -0.7 | 0
COc1cc(CNc2ccc(CNc3ncn[nH]3)cc2)ccc1OCC(=O)NC(C)(C)C | 59 | 10 | 1 | -25 | 8 | nt | 1 | 63 | -2.7 | -3
COc1ccc(C2(C(=O)NCC3CCCO3)CCOCC2)cc1 (stereo not given) | 98 | -7 | -13 | -34 | 11 | 20 | 2 | 97 | -1.0 | 0
O=C(N/N=C/c1ccc([N+](=O)[O-])cc1)c1ccc2nc[nH]c2c1 | 55 | -10 | -21 | -22 | 10 | 14 | -4 | 54 | -4.0 | 0
C=CCn1c(SCc2c(C)noc2C)nc2sc(C)c(C)c2c1=O | 26 | -19 | -5 | -43 | 17 | 9 | 17* | 26 | -4.5 | 2
COc1cccc(-c2noc(C3CCCN(C(=O)Cc4ccccc4)C3)n2)c1 (stereo not given) | 93 | -2 | -10 | -32 | 1 | 12 | 11 | 90 | -0.9 | -2
O=C(NCC1COc2ccccc2O1)c1ccc(NC(=O)C2CCCO2)cc1 (stereo not given) | 95 | 11 | -14 | -14 | 15 | -14 | 0 | 109 | 1.1 | -1
CC1CCCN(c2ccc(C(=O)Nc3ccc4c(c3)OCO4)cc2[N+](=O)[O-])C1 (stereo not given) | 69 | 13 | -5 | -24 | 6 | nt | -2 | 75 | 1.5 | 1
CN1C=CC(=C2C(=O)c3ccccc3C2=O)C=C1 | 88 | 0 | -2 | 13 | 8 | 14 | 3 | 86 | -3.0 | 0
CCN(CC)S(=O)(=O)c1cccc(-c2nnc(SC(C)C(=O)NCCC3=CCCCC3)o2)c1 (stereo not given) | 26 | -3 | -12 | -26 | 15 | -18 | 9 | 39 | -4.2 | nt

A stretch taken from the entries so far, as a working copy:
molecule | HCT116 bCat-KO | GALR2 antag | Yeast lifespan up | Yeast growth inh | Measles CPE | E-sel TNF inh | NPY Y2 blocker | HCT116 PTEN-null | MRP1 act | Phagocytosis inh
COc1cc(CNc2ccc(CNc3ncn[nH]3)cc2)ccc1OCC(=O)NC(C)(C)C | 59 | 10 | 1 | -25 | 8 | nt | 1 | 63 | -2.7 | -3
COc1ccc(C2(C(=O)NCC3CCCO3)CCOCC2)cc1 (stereo not given) | 98 | -7 | -13 | -34 | 11 | 20 | 2 | 97 | -1.0 | 0
O=C(N/N=C/c1ccc([N+](=O)[O-])cc1)c1ccc2nc[nH]c2c1 | 55 | -10 | -21 | -22 | 10 | 14 | -4 | 54 | -4.0 | 0
C=CCn1c(SCc2c(C)noc2C)nc2sc(C)c(C)c2c1=O | 26 | -19 | -5 | -43 | 17 | 9 | 17* | 26 | -4.5 | 2
COc1cccc(-c2noc(C3CCCN(C(=O)Cc4ccccc4)C3)n2)c1 (stereo not given) | 93 | -2 | -10 | -32 | 1 | 12 | 11 | 90 | -0.9 | -2
O=C(NCC1COc2ccccc2O1)c1ccc(NC(=O)C2CCCO2)cc1 (stereo not given) | 95 | 11 | -14 | -14 | 15 | -14 | 0 | 109 | 1.1 | -1
CC1CCCN(c2ccc(C(=O)Nc3ccc4c(c3)OCO4)cc2[N+](=O)[O-])C1 (stereo not given) | 69 | 13 | -5 | -24 | 6 | nt | -2 | 75 | 1.5 | 1
CN1C=CC(=C2C(=O)c3ccccc3C2=O)C=C1 | 88 | 0 | -2 | 13 | 8 | 14 | 3 | 86 | -3.0 | 0

(continued)
molecule | HCT116 bCat-KO | GALR2 antag | Yeast lifespan up | Yeast growth inh | Measles CPE | E-sel TNF inh | NPY Y2 blocker | HCT116 PTEN-null | MRP1 act | Phagocytosis inh
Cn1c(CSCc2ccc(F)cc2)nnc1SCC(=O)N1CCN(c2ccccc2)CC1 | 56 | 3 | -12 | -25 | 9 | -18 | 3 | 65 | 1.5 | 1
COCCCNC(=O)CN(c1cccc(Cl)c1)S(C)(=O)=O | 94 | -4 | -5 | -13 | 6 | 0 | -2 | 94 | -0.1 | 0
CC(C)=C1C2CCC1C1C(=O)N(c3nc(-c4ccc(C(C)C)cc4)c(C)s3)C(=O)C21 (stereo not given) | 90 | 2 | -2 | -34 | 6 | -34 | 3 | 76 | -1.1 | 1
CCOC(=O)C1=C(c2ccccc2)NC(=S)NC1c1ccc(C)c([N+](=O)[O-])c1 (stereo not given) | 80 | -2 | 0 | -1 | 1 | -15 | 2 | 75 | -2.1 | -8
COc1ccc(CN2C(=O)NC3(CCCCCC3)C2=O)cc1F | 89 | nt | nt | -36 | 5 | nt | nt | 104 | -0.8 | 0
Cc1nnc(NCc2ccco2)c2ccccc12 | 93 | -14 | -3 | 10 | 6 | nt | 1 | 90 | -3.3 | 0
Cc1cccc(-n2c(C)cc(C(=O)NC3CCCCC3)c2C)c1 | 43 | -8 | 1 | -27 | 7 | nt | 5 | 30 | -3.1 | nt
CCCOc1ccc(/C(O)=C2/C(=O)C(=O)N(CCN(C)C)C2c2ccc(O)c(OC)c2)cc1 (stereo not given) | 91 | -3 | -9 | -15 | 16 | 7 | 0 | 85 | 0.2 | -1
O=C(CNC(=O)c1ccc(S(=O)(=O)N2CCCC2)cc1)N/N=C/c1ccccc1 | 87 | 2 | -3 | -21 | 5 | nt | 2 | 88 | -0.1 | -4
O=[n+]1c2c(n([O-])c3cc(Br)ccc31)CCC2 | 92 | 4 | 0 | -46 | 4 | 8 | -2 | 108 | 0.0 | 0

More records follow:
molecule | HCT116 bCat-KO | GALR2 antag | Yeast lifespan up | Yeast growth inh | Measles CPE | E-sel TNF inh | NPY Y2 blocker | HCT116 PTEN-null | MRP1 act | Phagocytosis inh
CC(C(=O)NC1CCCC1)N(C(=O)c1ccc(-c2ccccc2)[nH]1)c1ccccc1F (stereo not given) | 80 | -9 | 5 | -40 | 7 | 2 | 5 | 66 | -4.1 | nt
CC(C)(C)c1nc(S(=O)(=O)c2ccc(Cl)cc2)c(N2CCOCC2)o1 | 92 | -10 | -3 | -32 | 3 | nt | 3 | 110 | -0.6 | 2
O=C(N/N=C/C1CC2CCC1C2)c1ccc2c(c1)OCO2 (stereo not given) | 100 | 5 | 11 | -16 | 5 | nt | -1 | 93 | -1.3 | 1
COC(=O)c1cn(-c2ccccc2)nc1-c1cccnc1 | 96 | 14 | -10 | 19 | 2 | -34 | 2 | 95 | -0.2 | -1
C/C(=N\Nc1nc(-c2ccc(C)cc2C)cs1)c1cc2ccccc2oc1=O | 89 | -2 | -4 | -30 | 27 | nt | 0 | 85 | 0.6 | -5
CSc1nc(=NC(C)=O)ss1 | 81 | 3 | 22 | 12 | 21 | -12 | -1 | 105 | -2.5 | -1
COc1ccc2cc(CN(Cc3cccs3)Cc3nnnn3Cc3ccccc3)c(=O)[nH]c2c1 | 80 | -7 | nt | -38 | 23 | -20 | 8 | 64 | -4.8 | nt
COc1cccc(-c2nnc(SCc3nc4ccccc4[nH]3)n2N)c1 | 91 | 6 | -12 | -34 | 32 | -39 | 4 | 96 | -0.7 | 0
CCN(CC)CC(C)OC(=O)COc1ccc(OC)cc1 (stereo not given) | 78 | 0 | nt | -18 | 9 | -8 | -3 | 92 | -2.6 | nt
O=C(Nc1ccccc1)Nc1ccccc1C(=O)NCc1ccco1 | 89 | 15 | -16 | -5 | 7 | -24 | 2 | 103 | -0.2 | 0

Continued:
molecule | HCT116 bCat-KO | GALR2 antag | Yeast lifespan up | Yeast growth inh | Measles CPE | E-sel TNF inh | NPY Y2 blocker | HCT116 PTEN-null | MRP1 act | Phagocytosis inh
CC(C)=CC(=O)Nc1ccc(Br)cc1 | 90 | -2 | -14 | -35 | 3 | -19 | 2 | 104 | 0.9 | -1
O=C(CSc1cccc[n+]1[O-])Nc1cc(S(=O)(=O)N2CCOCC2)ccc1N1CCOCC1 | 92 | -10 | -3 | -20 | 9 | nt | -1 | 112 | 2.2 | -5
Nc1[nH]c(N=NC(=O)c2ccc(F)cc2)c2ccccc12 | 96 | 6 | 0 | -45 | 15 | nt | 1 | 86 | -1.0 | -4
COc1ccc(CCNC(=O)COC(=O)C2CCCCC2)cc1 | 82 | -2 | 1 | 6 | 8 | nt | 3 | 89 | -0.1 | -9
Clc1cccc(/C=N/Nc2nc(Cl)nc3ccccc23)c1 | 40 | 3 | -24 | -39 | 6 | 12 | 0 | 31 | -2.4 | -2
CCOc1cc(/C=N/Nc2ccccc2Cl)ccc1OCC(=O)O | 83 | 3 | -9 | 96* | 3 | nt | 3 | 94 | -2.2 | -4
CCOC(=O)CSc1nc2sc3c(c2c(=O)[nH]1)CC(C)(CC)OC3 (stereo not given) | 101 | -5 | -1 | -30 | 13 | 9 | 0 | 116 | 0.1 | -1
NC(=O)CC[C@H](NC(=O)c1ccc(F)cc1)C(=O)OCC(=O)Nc1ccc(N2CCOCC2)cc1 | 94 | 15 | 2 | -14 | 7 | nt | 0 | 96 | -4.3 | -2
CN1CCN(CC(=O)N/N=C/c2ccc(F)c(F)c2)CC1 | 89 | -1 | 6 | -15 | 34 | nt | 2 | 97 | 2.6 | -3
Cc1c(CNC2CCCC(C)C2C)c(C(=O)O)c(C)n1Cc1ccccc1 (stereo not given) | 95 | 13 | -4 | -25 | 4 | nt | 5 | 89 | -1.8 | -6

Carrying on.
molecule | HCT116 bCat-KO | GALR2 antag | Yeast lifespan up | Yeast growth inh | Measles CPE | E-sel TNF inh | NPY Y2 blocker | HCT116 PTEN-null | MRP1 act | Phagocytosis inh
COc1cc(S(=O)(=O)N(Cc2ccco2)C2CCCC2)ccc1-n1cnnn1 | 86 | 1 | -3 | -40 | 10 | 0 | 2 | 88 | -4.5 | 0
COc1ccc2ccc3c(c2c1)N=CC1(O3)N(C)c2ccccc2C1(C)C (stereo not given) | 59 | -2 | nt | -34 | 9 | -9 | -2 | 68 | -2.1 | nt
COc1ccc(-c2nc(C#N)c(NCCc3ccccc3)o2)cc1OC | 92 | -12 | -2 | -47 | 47 | nt | 9 | 76 | -0.2 | -1
COc1ccc(S(=O)(=O)CC(O)CN2CCCC2=O)cc1 (stereo not given) | 96 | -6 | -3 | -38 | 6 | 13 | -2 | 90 | -1.4 | nt
O=C(NCC(=O)N(c1ccccc1)C(C(=O)NC1CCCC1)c1cccnc1)c1cccs1 (stereo not given) | 87 | -2 | -14 | -39 | 9 | -10 | 9 | 96 | -2.1 | nt
Cn1cc(Cl)c(C(=O)Nc2nc3ccccc3s2)n1 | 76 | 9 | -10 | -4 | 12 | nt | 0 | 83 | -2.7 | 1
C=CCN(C(=O)CNS(=O)(=O)c1ccccc1)C(C(=O)NCCOC)c1ccncc1 (stereo not given) | 96 | 1 | -7 | 11 | 6 | 3 | 1 | 93 | -1.4 | -4
Cc1ccccc1CCN(C(=O)Cn1nnc2ccccc21)C(C(=O)NCC1CCCO1)c1nc2ccccc2n1C (stereo not given) | 76 | 2 | -4 | -30 | 5 | nt | 3 | 66 | -3.0 | -13
